bIAP activator: intestinal alkaline phosphatase (bovine) activation; purified bovine IAP, CDP-star luminescence, 30 min; active compounds read high; fold of DMSO-control signal, blank-subtracted; activation factor at 20 µM; 200,000 tested, 0.17% active;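 active means activation factor of 2 or more at 20 µM, a signal rise over negative controls twice the positive control's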
Lmaj promast: inhibitors of Leishmania major promastigote growth; inhibition, % at 10 µM; Leishmania major promastigotes, resazurin fluorescence viability; 200,000 tested, 9% active; in the data active means inhibition above about 50%;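 further: promastigotes grown with compound for 44 hours at 28 °C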
PPARg SRC-3 ag: promotes SRC-3 coactivator recruitment by human PPARgamma; P37231; biochemical PPARgamma/SRC-3 coactivator recruitment assay; activation, % at 8 µM; 200,000 tested, 0.26% active; AID 731; in the data active means activation above about 23%;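 further: 0% = DMSO and 100% = reference agonist; some compounds past the cut are filed as inactive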
Target sequence (P37231 whole entry, looked up): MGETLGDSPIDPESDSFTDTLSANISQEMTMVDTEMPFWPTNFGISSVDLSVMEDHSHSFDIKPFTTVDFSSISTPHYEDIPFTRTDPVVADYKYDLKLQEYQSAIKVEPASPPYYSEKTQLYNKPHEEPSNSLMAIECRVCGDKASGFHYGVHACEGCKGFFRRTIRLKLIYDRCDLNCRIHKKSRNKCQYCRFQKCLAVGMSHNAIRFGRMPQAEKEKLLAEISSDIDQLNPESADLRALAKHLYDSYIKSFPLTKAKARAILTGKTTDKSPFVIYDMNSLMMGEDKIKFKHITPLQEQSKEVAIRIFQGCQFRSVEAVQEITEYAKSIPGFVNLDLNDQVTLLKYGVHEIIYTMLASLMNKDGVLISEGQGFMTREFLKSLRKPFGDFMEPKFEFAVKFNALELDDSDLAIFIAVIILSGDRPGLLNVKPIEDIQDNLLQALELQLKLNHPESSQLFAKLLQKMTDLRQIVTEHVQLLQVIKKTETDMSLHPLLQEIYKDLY
Redox H2O2 prof: compounds producing H2O2 with reducing agent – biochemical, NIH compound library profiling, artefact control for MLSCN library redox annotation, primary screen; 200,000 tested, 0.03% active; activation, % at 10 µM; AID 878; DTT-dependent redox cycling H2O2, phenol red/HRP absorbance; 100% = 100 µM peroxide control, 0% = buffer;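 active means activation of at least 50% relative to the plate's high and low controls in the primary single-dose screen; inactive means activation below 50%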;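 further: compound incubated with DTT at 0.8 mM final as the reducing agent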
ROMK mod: modulates human ROMK potassium channel activity; 130,000 tested, 2% active; B-score at 10 µM; Tet-inducible ROMK, thallium flux fluorescence; actives lie on both sides; P48048; AID 1918;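 active means signal ratio slope over the read window, or its plate-corrected B-score, at least 3 SD from the plate mean, either direction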;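 further: B-score of the F/F0 ratio slope over 7 to 12 s after thallium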
Target sequence (P48048 whole entry, looked up): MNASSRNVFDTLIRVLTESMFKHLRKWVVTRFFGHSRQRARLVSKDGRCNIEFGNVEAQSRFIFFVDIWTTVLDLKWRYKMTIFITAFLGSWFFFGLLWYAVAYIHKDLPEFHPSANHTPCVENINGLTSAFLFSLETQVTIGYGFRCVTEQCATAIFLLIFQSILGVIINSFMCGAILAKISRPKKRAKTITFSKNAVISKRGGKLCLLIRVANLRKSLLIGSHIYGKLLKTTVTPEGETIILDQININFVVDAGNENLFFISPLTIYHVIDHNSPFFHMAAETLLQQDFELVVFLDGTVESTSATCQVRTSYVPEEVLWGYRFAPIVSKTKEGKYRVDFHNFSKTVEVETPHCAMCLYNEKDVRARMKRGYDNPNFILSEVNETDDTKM
PPARg SRC1 recr: PPARgamma-driven SRC-1 recruitment agonism; P37231; PPARgamma-SRC-1 coactivator recruitment biochemical assay; activation, % at 8 µM; 200,000 tested, 0.41% active; AID 631; in the data active means activation above about 19%;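 further: 0% = DMSO and 100% = reference agonist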
PPARg SRC-2 ag: agonists of SRC-2 recruitment by human PPARgamma; PPARgamma LBD-SRC-2 recruitment, biochemical; activation, % at 8 µM; 200,000 tested, 0.34% active; P37231; in the data active means activation above about 22%;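 further: 0% = vehicle and 100% = reference agonist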
SRC2 TRFRET art: TR-FRET artefact, counter-screen to PPARgamma/SRC-2 agonist assay; AID 1049; active compounds read high; TR-FRET ratio at 8 µM; 200,000 tested, 0.4% active; in the data active means TR-FRET ratio above about 2000; further: inactives centre near 1500; reference of the scale not given here
bIAP inhibitor: blocks bovine intestinal alkaline phosphatase activity; purified bovine IAP, CDP-star luminescence, 30 min; 190,000 tested, under 10 active; inhibition, % at 20 µM;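 active means over 50% inhibition of intestinal alkaline phosphatase at 20 µM in the single-dose screen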
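Assay system: bovine IAP enzyme; medium: DEA buffer 100 mM, pH 9.8, with MgCl2 1.0 mM, ZnCl2 0.02 mM; doses: 20 µM single dose; incubation: enzyme reaction for 30 min at room temperature; detection: CDP-star luminescence signal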
TLR4 MyD88 comp: TLR4-MyD88 interaction inhibition in cells; O00206+Q99836; HeLa CL3-4 TLR4/MyD88 BLA complementation, FRET ratio; inhibition, % at 8.4 µM; 200,000 tested, 0.18% active; in the data active means inhibition above about 25%;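 further: 0% = vehicle and 100% = reference inhibitor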
S1P3 antagonist: S1P3 (human) receptor antagonism; 170,000 tested, 0.27% active; Q99500; CHO S1P3 NFAT-BLA reporter, FRET fluorescence, antagonist mode; inhibition, % at 4.98 µM;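 active means inhibition above the plate cutoff, the mean inhibition of test wells on that plate plus 3 SD, cut at about 28% in these data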;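 further: cells challenged with S1P at its EC80 of 0.8 µM; blue over green emission ratio from cleaved BLA substrate after 4 h stimulation; 0% = S1P-stimulated wells and 100% = unstimulated DMSO-only wells; some compounds past the cut are filed as inactive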
Numbers without * were called inactive; · = no result given. Outcome played no part in choosing rows (roughly 11% active in at least one column).

SMILES | bIAP activator | Lmaj promast | PPARg SRC-3 ag | Redox H2O2 prof | ROMK mod | PPARg SRC1 recr | PPARg SRC-2 ag | SRC2 TRFRET art | bIAP inhibitor | TLR4 MyD88 comp | S1P3 antagonist
C=CCSC1=NC(N)=C(C#N)C2(CCCCC2)C1C(N)=O (stereo not given) | 0.8 | -6 | -2 | -2.4 | · | -6 | -3 | 1516 | 16 | 3 | -2
Cc1nc([N+](=O)[O-])c(Br)n1CC(=O)c1ccc(Cl)cc1 | 1 | 99* | 2 | 2.4 | -0.89 | 2 | 3 | 1576 | -4 | 7 | ·
Cc1nc(Nc2ccccc2Cl)sc1C(=O)Nc1ccccc1 | 1 | -1 | 3 | 0.5 | · | 7 | 7 | 1605 | -3 | -6 | -8
O=C(c1ccccc1NS(=O)(=O)c1ccc(Cl)cc1)N1CCc2ccccc21 | 0.9 | -5 | -3 | 0.3 | · | -2 | 4 | 1565 | 7 | -4 | -2
O=C(CS(=O)(=O)c1ccccc1)Nc1ccc(S(=O)(=O)Nc2ccccn2)cc1 | 1 | -7 | 1 | -1.2 | 0.095 | -1 | -6 | 1704 | 3 | 7 | -1
CCCCC(O)(CCCC)C(=O)NN(C(=O)OC)c1ccccc1 | 1 | -1 | 0 | -0.1 | -0.053 | 1 | -3 | 1446 | -2 | 4 | -1
C=CCn1c(CCSCc2ccc(OC)c(C)c2)n[nH]c1=S | 0.8 | -5 | 8 | 2.8 | -0.88 | 5 | 4 | 1674 | 19 | -8 | 1
CCN1CCN(c2nc3c(C)cccn3c(=O)c2/C=C(\C#N)S(=O)(=O)c2ccc(C)cc2)CC1 | 0.9 | -3 | 8 | 0.4 | -2.3 | 7 | 7 | 1594 | 10 | -1 | ·
CCN1CCN(C(c2cccc(OC)c2)c2sc3nc(C)nn3c2O)CC1 (stereo not given) | 0.8 | -5 | -4 | 0.3 | · | 15 | 7 | 1555 | 19 | -9 | -44
CC1CC(C)(C)NC(=O)O1 (stereo not given) | 0.9 | -3 | 6 | -0.1 | · | 7 | 11 | 1374 | 7 | -1 | -24
O=S(=O)(NC1CCCC1)c1cccc(S(=O)(=O)N2CCC(n3nnc4ccccc43)CC2)c1 | 0.9 | 2 | 6 | -0.3 | 0.76 | 5 | 4 | 1646 | 7 | -7 | 12
Cn1c(-c2ccccc2)cc2c3no[n+]([O-])c3ccc21 | 1 | 3 | 1 | 2.3 | 0.86 | 3 | 7 | 1289 | -4 | -14 | 47
Cc1cccc(CCNC(=O)C2CCC(CNS(=O)(=O)c3cccs3)CC2)c1 (stereo not given) | 1.1 | -1 | 4 | 0.5 | 0.37 | 11 | 6 | 1695 | -8 | 2 | -12
CC(C)c1ccc(NC(=O)COc2ccc(F)cc2C(=O)c2cnn(-c3ccccc3)c2)cc1 | 1.1 | 0 | 3 | 2.3 | 0.18 | 0 | 1 | 1474 | -6 | -9 | 2
O=C(COc1ccc(/C=N/NS(=O)(=O)c2ccccc2)cc1)Nc1ccc(F)cc1 | 0.9 | 3 | 6 | 3.0 | · | -6 | 3 | 1543 | 7 | 2 | ·
O=c1c2ccccc2nnn1CSc1ccccc1F | 1.1 | -4 | 3 | 0.0 | 0.041 | 5 | 10 | 1673 | -6 | -1 | 6
Cc1ccc(CC2(O)CC(C)N(C)CC2C)c(C)c1 (stereo not given) | 0.9 | 69* | -2 | 2.1 | · | -1 | 4 | 1412 | 8 | -13 | 2
COC(=O)c1c(NC(=O)CSc2n[nH]c(N)n2)sc(C)c1C | 1.1 | 3 | 2 | -0.8 | · | 4 | 10 | 1540 | -6 | -11 | -21
CC(=O)Nc1ccc(C(=O)NCC(=O)OCc2c(F)cccc2Cl)cc1 | 1.1 | 1 | 6 | -0.5 | -0.091 | 0 | 3 | 1579 | -6 | -3 | 16
O=C(/C(=C/O)N=Nc1ccccc1)c1cccs1 | 1 | 83* | 4 | 0.3 | 0.64 | 2 | 1 | 1621 | 0 | 7 | -6

The final four records of the section above come first, to join the parts:
SMILES | bIAP activator | Lmaj promast | PPARg SRC-3 ag | Redox H2O2 prof | ROMK mod | PPARg SRC1 recr | PPARg SRC-2 ag | SRC2 TRFRET art | bIAP inhibitor | TLR4 MyD88 comp | S1P3 antagonist
Cc1ccc(CC2(O)CC(C)N(C)CC2C)c(C)c1 (stereo not given) | 0.9 | 69* | -2 | 2.1 | · | -1 | 4 | 1412 | 8 | -13 | 2
COC(=O)c1c(NC(=O)CSc2n[nH]c(N)n2)sc(C)c1C | 1.1 | 3 | 2 | -0.8 | · | 4 | 10 | 1540 | -6 | -11 | -21
CC(=O)Nc1ccc(C(=O)NCC(=O)OCc2c(F)cccc2Cl)cc1 | 1.1 | 1 | 6 | -0.5 | -0.091 | 0 | 3 | 1579 | -6 | -3 | 16
O=C(/C(=C/O)N=Nc1ccccc1)c1cccs1 | 1 | 83* | 4 | 0.3 | 0.64 | 2 | 1 | 1621 | 0 | 7 | -6
CC(C)C(NS(=O)(=O)c1cccs1)C(=O)NCc1ccc2c(c1)OCO2 (stereo not given) | 1 | -3 | 1 | -0.3 | · | 2 | -4 | 1612 | -1 | 0 | -19
CCN1C(=O)C(CC(=O)Nc2c(C)cccc2C)SC1=Nc1ccc(S(N)(=O)=O)cc1 (stereo not given) | 0.9 | -2 | 15 | 0.3 | 0.44 | -8 | 3 | 1422 | 10 | 4 | ·
CCSC1=NC(C)(C)C=C(C)N1 | 0.9 | -4 | -6 | 0.8 | · | -2 | -9 | 1508 | 9 | 7 | ·
COc1ccc(Cl)cc1S(=O)(=O)N1CCCC(C(=O)NCC(N)=O)C1 (stereo not given) | · | -4 | 20 | -1.1 | -0.0094 | 9 | 6 | 1644 | · | 15 | 19
COc1ccc(S(=O)(=O)Cc2ccc(C(=O)N3CCN(C4CCCCC4)CC3)o2)cc1 | 1 | 99* | 7 | -0.8 | · | 4 | 1 | 1712 | 4 | -2 | -35
COc1cc(NC(=O)c2ccco2)c(OC)cc1NC(=O)c1cc(OC)c(OC)c(OC)c1 | 1.1 | -1 | 6 | -0.7 | -0.0012 | 11 | 18 | 1570 | -7 | 3 | -24
CCOP(=O)(c1ccc(N(C)C)cc1)C(O)c1c(Cl)cccc1Cl (stereo not given) | 1 | -3 | -9 | 0.7 | · | 4 | -4 | 1504 | 4 | 0 | -4
c1csc(C2=NNC(=NC3CCCCC3)SC2)c1 | 1.1 | 24 | 0 | -0.5 | -0.063 | 3 | -6 | 1498 | -7 | 7 | -12
CN(C)S(=O)(=O)c1ccc(NC(=O)Cn2c(-c3ccccc3)noc2=O)cc1 | 0.9 | 10 | 5 | 6.6 | 0.46 | 9 | 10 | 1583 | 14 | -3 | ·
Cc1onc(-c2c(F)cccc2Cl)c1C(=O)Nc1cccc2nsnc12 | 0.9 | 13 | -7 | -0.1 | -0.069 | 2 | -11 | 1749 | 13 | 21 | 0
Cn1c(=O)c(C(=O)Nc2ccccn2)c(O)c2ccccc21 | 1 | 29 | -2 | -1.4 | · | 2 | -1 | 1530 | -2 | 5 | 4
O=c1c2c([nH]n1-c1ccccc1)CCCC2 | 1 | 3 | 3 | -0.8 | 0.14 | 11 | 5 | 1564 | -2 | 7 | -9
CN1C(=O)/C(=C/c2ccco2)SC1=Nc1ccc(N2CCOCC2)cc1 | 1 | -9 | 4 | 0.4 | 0.4 | -3 | 5 | 1635 | 1 | -16 | 4
Cc1cccc(-n2ncc3c(NCCCN4CCCC4=O)ncnc32)c1 | 1 | -4 | 1 | -0.1 | · | 3 | 5 | 1647 | 3 | 1 | ·
Cc1nc([N+](=O)[O-])c(Br)n1Cc1ccc(Cl)c(Cl)c1 | 0.9 | 100* | 0 | -0.5 | -1.9 | 5 | 2 | 1476 | 14 | 13 | -10
COc1cc(C(O)P(=O)(OC(C)C)c2ccc(N(C)C)cc2)cc(OC)c1OC (stereo not given) | 1 | -2 | 11 | -0.8 | 0.39 | -4 | 13 | 1751 | -2 | 4 | -26
CCN(CC)S(=O)(=O)c1ccc(C(=O)OCC(=O)NCc2ccco2)cc1 | 1 | 0 | 4 | -0.2 | 0.0069 | 4 | 11 | 1616 | -3 | 3 | -20
Cc1ccc(C)c(N=Cc2ccc(-c3ccc([N+](=O)[O-])cc3)o2)c1 | 1.1 | 0 | 2 | -0.2 | -1 | 2 | -3 | 1243 | -6 | -1 | -2
COCCNS(=O)(=O)c1ccc(-c2ccc(Cl)cc2)cc1 | 0.9 | 0 | 3 | -0.3 | -0.91 | 7 | -1 | 1483 | 5 | 14 | 8
CC(C)(C)c1ccc(S(=O)(=O)N2CCCC2C(=O)N2CCOCC2)cc1 (stereo not given) | 1 | 8 | 1 | -0.1 | -0.65 | -3 | 4 | 1438 | -3 | -16 | -9
CSc1ncccc1C(=O)N1CCCC(CCC(=O)NCc2ccccc2F)C1 (stereo not given) | 1 | -5 | 2 | -0.2 | 1.1 | -1 | 0 | 1566 | -2 | -11 | 0
CC1CCN(C(=O)COC(=O)c2ccc3c(c2)OCO3)CC1 | 0.9 | -1 | 4 | -2.0 | 1.3 | 2 | -2 | 1501 | 8 | -2 | -1
O=C(CN(Cc1ccc2c(c1)OCO2)C(=O)CNS(=O)(=O)c1ccccc1)NCc1ccco1 | 0.9 | 1 | -8 | 1.3 | · | -4 | 0 | 1422 | 13 | -4 | 4
CC(=O)Nc1ccc(N=Cc2ccc(OCc3ccccc3)cc2)cc1 | 0.9 | -5 | 2 | 0.1 | -0.97 | 1 | 6 | 1646 | 10 | 1 | 8
CCCOc1ccc(C(=O)NCCCn2ccnc2)cc1 | 1.1 | 0 | -2 | 1.7 | · | 2 | -1 | 1489 | -6 | 1 | 10
Cc1cccc(OCC(=O)Nc2ccc3c(c2)OCCO3)c1 | 0.9 | 37 | -6 | 0.2 | · | 2 | 4 | 1599 | 15 | 4 | -4
c1ccc(CCc2ccccc2-c2nc(-c3ccccn3)no2)cc1 | 0.9 | -1 | 12 | 0.3 | -1.3 | -5 | -2 | 1458 | 12 | 10 | 20
O=C(COC(=O)c1ccc(Cl)nc1)Nc1ncc(Cl)cc1Cl | 1 | -6 | 2 | -1.6 | -0.1 | 4 | -1 | 1755 | -3 | -7 | -7
CCC(C)(C)NC(=O)C(c1cccnc1)N(C(=O)c1csnn1)c1ccc(C)cc1 (stereo not given) | 1.2 | -5 | -1 | -0.3 | -0.99 | 4 | 4 | 1744 | -21 | 5 | -13
C[C@H]1O[C@H](O[C@H]2[C@H](O)[C@@H](O)[C@@H](O[C@H]3[C@H](O)[C@@H](O)C(O)O[C@@H]3CO)O[C@@H]2CO)[C@H](O)[C@@H](O)[C@@H]1N[C@H]1C=C(CO)[C@@H](O)[C@H](O)[C@H]1O (stereo not given in full) | 1.1 | · | 3 | · | · | 1 | 4 | 1716 | -11 | · | -3
CCCCCOc1ccc(CN2CCOCC2)cc1Cl | 1 | 86* | 4 | -2.3 | · | -3 | 3 | 1478 | 1 | 15 | 18
COC(=O)c1[nH]c2cccc(OC)c2c1NC(=O)CN1CCOCC1 | 0.9 | -1 | 13 | -0.3 | 0.31 | -4 | 12 | 1588 | 5 | 10 | -10
COc1cc(/C=N/NC(=O)C(=O)NCC2CCCO2)ccc1O (stereo not given) | 1 | -2 | 3 | -0.3 | · | 4 | 4 | 1619 | 3 | 8 | 6
